CCT chaperon mod = High-Throughput Screening for Modulators of Cytosolic Chaperonin Activity; purified chaperonin ATPase assay, HTRF ADP detection, 30 min; AID 651819, 2012; 360,000 compounds, 0.3% hits; activity change, % (no concentration beside the values), hits read low; in the data active = activity change below about -30%; also: % is scaled to controls: 0 for no effect and ±100 for the full control effect
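TRiC at 40 or 20 nM final (batch-dependent) in 30 mM Tris pH 7.4, 100 mM KCl, 5 mM MgCl2, 1 mM DTT, with compound at single 76 uM and 10 uM ATP, 30 min at 37 deg C. ADP detected by HTRF Transcreener, 665/615 ratio.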
PLK1 PBD inh = qHTS for Inhibitors of PLK1-PDB (polo-like kinase 1 - polo-box domain): Primary Screen. Plk1 PBD binding of FITC phosphopeptide, fluorescence polarization. 360,000 compounds, 2.8% hits. Potency, µM, for inactives: max response, negative = inhibition, most hits filed as inhibitors. Serine/threonine-protein kinase PLK1 (Homo sapiens), P53350; also: potency is read from the fitted curve at half-maximal effect; series mostly up to about 57 µM; % is scaled to controls: 0 for no effect and ±100 for the full control effect; nearly all actives have a fitted effect of over 65% in size
PI5P4Ka inh = qHTS for Inhibitors of phosphatidylinositol 5-phosphate 4-kinase (PI5P4K); AID 652105, 2013; Phosphatidylinositol 5-phosphate 4-kinase type-2 alpha (Homo sapiens), P48426; 330,000 compounds, 1.2% hits; PI5P4Kalpha enzyme, ADP-Glo luminescence, 60 min; stronger effect = lower value; max response, %; active = max response of -50% or lower; inconclusive = between -30% and -50%; inactive = -30% or higher; also: value at the top dose of about 77 µM; % is scaled to controls: 0 for no effect and ±100 for the full control effect
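qHTS, 1536-well: enzyme/substrate mix, compound by pin tool, 5 microM ATP final; RT 60 min; ADP-Glo reagents 1 (45 min) then 2 (30 min); luminescence.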
EPAC1 antagonist = qHTS for Antagonist of cAMP-regulated guanine nucleotide exchange factor 3 (EPAC1): primary screen | Rap guanine nucleotide exchange factor 3 (Homo sapiens), O95398 | EPAC1 GEF assay, Rap1b-BODIPY-GDP exchange fluorescence | Potency, µM (series often up to 115 µM), for inactives: top-dose activity change, negative = inhibition, most hits filed as inhibitors | 360,000 compounds, 0.14% hits | AID 720709, 2013;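 also: potency is read from the fitted curve at half-maximal effect; plate controls were vehicle for no effect and positive control for full effect; nearly all actives have a fitted effect of over 50% in size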
EPAC2 antag = qHTS for Antagonist of cAMP-regulated guanine nucleotide exchange factor 2 (EPAC2): primary screen | Rap guanine nucleotide exchange factor 4 (Homo sapiens), Q8WZA2 | EPAC2 GEF exchange of Rap1B-BODIPY-GDP, fluorescence | Potency, µM (titrated, usually from 114 µM), for the others: at the top dose activity, negative = inhibition, usual class: inhibitors | 360,000 compounds, 0.18% hits | AID 720708, 2013; also: potency is read from the fitted curve at half-maximal effect; % is scaled to controls: 0 for no effect and ±100 for the full control effect; nearly all actives have a fitted effect of over 45% in size; many of its hits are not listed in these tables
Target sequence (Q8WZA2 whole entry, looked up): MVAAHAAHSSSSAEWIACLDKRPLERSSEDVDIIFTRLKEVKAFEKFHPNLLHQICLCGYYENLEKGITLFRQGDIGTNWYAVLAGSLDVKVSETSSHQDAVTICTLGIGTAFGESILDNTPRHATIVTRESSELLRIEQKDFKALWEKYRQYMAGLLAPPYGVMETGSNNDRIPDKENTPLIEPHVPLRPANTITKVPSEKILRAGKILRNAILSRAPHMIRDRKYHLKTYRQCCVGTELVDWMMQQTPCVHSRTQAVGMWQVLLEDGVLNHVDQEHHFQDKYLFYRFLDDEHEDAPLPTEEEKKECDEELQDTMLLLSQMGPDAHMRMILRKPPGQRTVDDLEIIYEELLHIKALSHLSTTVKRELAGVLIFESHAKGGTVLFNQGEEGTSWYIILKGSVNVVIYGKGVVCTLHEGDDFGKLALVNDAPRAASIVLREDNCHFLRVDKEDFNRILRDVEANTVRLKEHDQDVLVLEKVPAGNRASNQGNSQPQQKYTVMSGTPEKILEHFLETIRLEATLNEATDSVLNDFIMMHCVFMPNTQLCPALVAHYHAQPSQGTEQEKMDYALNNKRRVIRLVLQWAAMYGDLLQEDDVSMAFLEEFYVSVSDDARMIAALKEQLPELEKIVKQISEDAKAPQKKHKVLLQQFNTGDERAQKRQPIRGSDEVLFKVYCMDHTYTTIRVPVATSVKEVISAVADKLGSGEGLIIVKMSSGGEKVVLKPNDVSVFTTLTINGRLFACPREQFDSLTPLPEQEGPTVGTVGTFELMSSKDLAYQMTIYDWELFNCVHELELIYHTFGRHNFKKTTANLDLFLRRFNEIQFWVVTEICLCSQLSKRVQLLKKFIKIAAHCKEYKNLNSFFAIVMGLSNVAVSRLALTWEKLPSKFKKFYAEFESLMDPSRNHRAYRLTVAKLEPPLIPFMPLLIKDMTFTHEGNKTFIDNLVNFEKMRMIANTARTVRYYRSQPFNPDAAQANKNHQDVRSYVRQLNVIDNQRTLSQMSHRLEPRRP
WRN inhibitor = qHTS for Inhibitors of WRN Helicase. WRN helicase unwinding, fluorescent forked duplex, kinetic. Potency, µM (highest dose often 114 µM), for inactives: top-dose activity change, negative = inhibition, hits mostly inhibitors. 360,000 compounds, 0.46% hits; also: potency is read from the fitted curve at half-maximal effect; % is scaled to controls: 0 for no effect and ±100 for the full control effect; nearly all actives have a fitted effect of over 55% in size
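Enzyme (20 nM final) and test compound sit together 15 min at room temperature before substrate addition. Substrate is a single-forked duplex oligonucleotide (100 nM) labelled with fluorophore and quencher, with 2 mM ATP; helicase unwinding raises red fluorescence, read kinetically.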
EPAC1 agonist = qHTS for Agonist of cAMP-regulated guanine nucleotide exchange factor 3 (EPAC1): primary screen | Rap guanine nucleotide exchange factor 3 (Homo sapiens), O95398 | EPAC1 agonist qHTS, biochemical assay; response scale: 100% = response to 6.5 mM cAMP | Potency, µM (series often up to 154 µM), without a hit: at the highest dose activation, usual class: activators | 360,000 compounds, 0.073% hits | AID 720707, 2013; also: potency is read from the fitted curve at half-maximal effect; nearly all actives have a fitted effect of over 60% in size
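Fluorescent GDP-exchange assay: 100 nM EPAC1 with 250 nM Rap1B preloaded with BODIPY-GDP and 50 uM GDP; compounds tested as concentration series, 5 min at room temperature, then read every 5 min for 30 min (ex 480/em 540 nm); normalized to 6.5 mM cAMP.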
Mm-Cpn inhibitor = Inhibitors of TCP-1 ring complex (TRiC) of Methanococcus maripaludis (MmCpn): qHTS. purified Mm-Cpn ATPase, ADP Transcreener TR-FRET. Potency, µM (series often up to 76.9 µM), without a hit: at the top dose activity, negative = inhibition, usual class: inhibitors. 330,000 compounds, 0.031% hits. AID 504842, 2011; also: potency is read from the fitted curve at half-maximal effect; % is scaled to controls: 0 for no effect and ±100 for the full control effect; nearly all actives have a fitted effect of over 80% in size
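Compound-treated chaperonin, 25 nM final, turns over 10 uM ATP at 37°C for 30 min following a 10 min preincubation; ADP generated competes with ADP-d2 for Eu-cryptate antibody, lowering FRET.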
Active calls of the source: *; ? = inconclusive; nt = not tested or not shown; [ ] = dose if it differs, or a comment. Unless noted, calls follow the shape of the dose curve; as a rule, active = well fitted curve in the direction sought with a large enough effect; inconclusive = small, poorly fitted or top-dose-only effect, or another doubt; inactive = no such curve, though single readings can be large; an effect the other way counts as inactive or inconclusive.

SMILES	CCT chaperon mod	PLK1 PBD inh	PI5P4Ka inh	EPAC1 antagonist	EPAC2 antag	WRN inhibitor	EPAC1 agonist	Mm-Cpn inhibitor
CN(C(=O)c1cccc(NC(=O)Cc2cccc(NC(=O)C3CCCN(C(=O)C4CCC4)C3)c2)c1)C1CCC1 (stereo not given)	2.0	-12%	4	5%	-4%	-10%	-11%	nt
COC(=O)c1c(C)oc2c1cc(NS(=O)(=O)c1ccc(C(=O)O)cc1)c1ccccc12	-3.1	?	-28	-8%	12%	-12%	-3%	?
COc1cc(C(=O)OCC(=O)N2CCCC2)cc2c1OCCO2	2.5	-7%	4	-7%	1%	0%	18%	0%
Cc1ccc2cc(/C=C/C(=O)c3ccco3)c(Cl)nc2c1	0.8	-2%	0	1%	4%	-4%	3%	-1%
COc1ccc(NC(=O)C2Cc3c(-c4cccc(C(C)=O)c4)ccnc3O2)cn1 (stereo not given)	-0.8	-8%	-7	21%	-4%	-10%	11%	nt
Cc1ccccc1OCCOc1ccc([N+](=O)[O-])cc1/C=N/n1cnnc1	-0.2	-5%	-1	-15%	5%	-24%[57.1 µM]	2%	2%
CCC(C)[C@H](NC(=O)NCc1cccs1)C(=O)O (stereo not given in full)	-1.3	-12%	1	1%	-3%	0%	-8%	-1%
CC1CCCN(C(=O)CN2CCN(C(=O)c3ccco3)CC2)C1 (stereo not given)	-4.3	-13%	3	-2%	-8%	5%[57.1 µM]	9%	1%
O=C(CCn1c(=O)c2ccccc2n(CC(=O)NC2CCCC2)c1=O)NCCc1ccc(Cl)cc1	1.9	-1%	-4	-7%	-9%	-6%	12%	1%
CC(SC1CCCC1)C(=O)NC(C)(C#N)C(C)C (stereo not given)	-0.2	-6%	1	12%	12%	6%	-1%	0%
COCCNC(=O)C1CCCN(C(=O)c2nc(C)oc2C)CC1 (stereo not given)	0.4	-3%	5	6%	12%	8%[57.1 µM]	8%	nt
CC(C)C(=O)Nc1ccc2c(c1)nc(CCN1CCN(c3ccccn3)CC1)n2C	1.2	-16%	-2	6%	3%	6%	14%	1%
NC(=O)NC(CC(=O)OCC(=O)NC(=O)NCc1ccco1)c1ccc(Cl)cc1 (stereo not given)	-2.6	-7%	?	3%	10%	-12%	-5%	-7%
COc1ccc(CCNC(=O)CSc2nc3ccccc3o2)cc1OC	0.2	-5%	10	0%	2%	6%	7%	1%
COc1cc2nc3n(c(=O)c2cc1OC)-c1cc2ccccc2cc1C(=O)NC3Cc1ccccc1 (stereo not given)	0.4	2%	0	-10%	4%	0%	-16%	nt
Cc1ccc(OCCN2CCNCC2)c([N+](=O)[O-])c1	-2.4	?	-4	-4%	-1%	9%	2%	-8%
C/C(=N\NC(=S)NCc1ccccc1)c1ccc(Cl)s1	3.3	-8%	27	-13%	4%	-16%	3%	2%
CC(=O)N1CCN(C2c3cccc4cccc(c34)C2NS(=O)(=O)c2ccccc2)CC1 (stereo not given)	-1.7	0%	4	-8%	-9%[57.1 µM]	-1%	0%	-1%
CC(=O)c1ccc(OCCCC(=O)Nc2cc(Cl)ccc2-n2cncn2)cc1	-0.1	-14%	-1	-23%	0%	?	9%	1%
CCC1=C(OC(=O)N(CC)CC)N2C(=O)OC(=NCC(=O)OC)[C@]2(Cc2ccccc2)[C@H]2C1=CC[C@H]1C(=O)N(c3ccccc3)C(=O)[C@H]12	-1.3	-7%	1	-19%	14%	-6%	-8%	-5%
COc1ccc(CN(C)C(=O)Cn2ccc(NC(=O)OCc3ccccc3)nc2=O)cc1OC	-2.6	-2%	-5	-2%	-13%	-1%	5%	0%
CCOc1cc(/C=N\NC(=O)c2ccc(NC(=O)C(C)(C)C)cc2)ccc1OC(=O)c1ccc(OC)cc1	-0.3	-1%	-1	-15%	10%	3%	-6%	0%
O=C(CN1C(=O)CSc2ccc(S(=O)(=O)N3CCOCC3)cc21)NCc1ccc(Cl)cc1	0.0	-6%	-1	5%	-6%	0%	-1%	-18%
O=c1c2ccccc2nc(SCc2nc3ccccc3s2)n1CCCO	-2.5	-8%	2	-10%	-16%	-16%	21%	-9%
CC(=O)c1cccc(NC(=O)c2cccc3c(-c4cccnc4)coc23)c1	0.8	-1%	-3	?	-2%	27%	-7%	nt
O=C(Cc1ccc(-c2ccccc2)cc1)Nc1ncccc1O	-3.0	-21%	-29	-5%	-5%	-12%	1%	1%
CC1(C)CC2CC(C)(CN2C(=O)c2ccc([N+](=O)[O-])cc2)C1 (stereo not given)	0.6	-22%	-1	2%	-1%	4%	-5%	1%
COC(=O)c1ccc(NC(=O)CN2CCN(c3ccccn3)CC2)cc1	-2.5	-4%	2	-10%	0%	-1%	-6%	-3%
Cc1ccc(S(=O)(=O)NC(=O)Nc2nnc(C3CC3)s2)cc1	2.5	0%	0	2%	7%	0%	2%	0%
CC(=O)Nc1ccc(S(=O)(=O)N(C)CC(=O)NC2CCCC(C)C2C)cc1 (stereo not given)	1.2	-2%	-1	-4%	2%	2%	-6%	3%
COc1ccc(NC(=O)CN2CCN(c3nc(-c4cccc(OC)c4)cs3)CC2)cc1	1.9	-7%	4	-22%	-12%	-3%	15%	-16%
O=C(CSc1nc(-c2ccccc2)cs1)NC(=O)NCc1ccco1	-1.7	-18%	nt	-3%	-15%	-11%	24%	-2%
C[C@@H](NC(=O)C[C@@H]1C[C@@H]2c3cc(NS(=O)(=O)c4ccc(F)cc4)ccc3O[C@@H]2[C@@H](CO)O1)c1ccccc1	-17	-6%	4	-7%	-13%	0%	-10%	nt
COc1ccccc1-c1nnc(NC(=O)CCS(=O)(=O)c2ccccc2)o1	-2.4	-15%	-6	5%	1%	-28%	5%	0%
Cc1ccc(S(=O)(=O)N2C[C@H]3[C@H]4C(=O)N(c5ccccc5)C(=O)[C@H]4C[C@H](OC(=O)NCc4ccco4)[C@@]3(O)C2)cc1	-1.7	-20%	-1	-20%	1%	-6%	-17%	nt
COc1ccc(C(=O)NC(C)c2nc3ccccc3[nH]2)cc1OC (stereo not given)	-0.2	4%	nt	-14%	4%	-2%	-4%	?
CC[n+]1c(/C=C2\C=C(C)CC(C)C2)sc2ccccc21 (stereo not given)	0.8	?	-30	-1%	12%	-16%	-20%	-2%
COc1ccc(OC)c(NC(=O)C2CC2c2ccccc2)c1 (stereo not given)	-1.5	3%	0	-10%	-7%	-6%	12%	-1%
CCOC(=O)c1c(NC(=O)c2ccccc2)sc2c1CCc1ccccc1-2	-1.1	6.7µM*	8	-1%	-16%	-8%	3%	-2%
COc1ccc(NS(=O)(=O)c2cc(C)ccc2OC)cc1OC	1.8	-3%	3	4%	20%	-6%	4%	0%
C/C(=N\NC(=O)C1=NNC(=O)C1C)c1cccs1 (stereo not given)	-0.6	-1%	13	24%	5%	-5%[57.1 µM]	1%	-5%
O=S(=O)(NNc1ccc(F)cc1F)c1cccc(Cl)c1	0.2	?	-14	-26%	-11%	?	6%	1%
COc1ccc(C)cc1-n1nnnc1SCC(=O)NC1CCS(=O)(=O)C1 (stereo not given)	-1.6	4%	0	6%	-4%	0%	-6%	-1%
CCOC(=O)c1cccc(NC(=O)CSc2nnc(COc3ccccc3C)o2)c1	1.6	-7%	nt	13%	19%	-7%	-3%	-2%
O=C(NS(=O)(=O)Oc1cccc(F)c1)OC[C@@H]1CCCN2CCCCC12 (stereo not given in full)	2.1	-1%	-6	-9%	-1%	-4%	7%	1%
COc1cc2c(cc1OC)C(c1ccccc1)N(C(=O)CSCC(=O)O)CC2 (stereo not given)	-0.2	-4%	-3	9%	-6%	-5%	7%	-1%
COC(=O)c1c(-c2ccccc2Cl)noc1/C=C/N(C)C	-4.8	-10%	0	-28%	-11%[57.1 µM]	-7%	5%	-11%
[O-][N+]1=C(c2cccs2)CN(O)C1	0.8	-8%	0	-4%	-4%	5%	5%	1%

Some entries already given with just WRN inhibitor and Mm-Cpn inhibitor:
SMILES	WRN inhibitor	Mm-Cpn inhibitor
COc1cc2c(cc1OC)C(c1ccccc1)N(C(=O)CSCC(=O)O)CC2 (stereo not given)	-5%	-1%
COc1ccc(C)cc1-n1nnnc1SCC(=O)NC1CCS(=O)(=O)C1 (stereo not given)	0%	-1%
O=C(NS(=O)(=O)Oc1cccc(F)c1)OC[C@@H]1CCCN2CCCCC12 (stereo not given in full)	-4%	1%

A second format for three compounds above:
Molecule,CCT chaperon mod,PLK1 PBD inh,PI5P4Ka inh,EPAC1 antagonist,EPAC2 antag,WRN inhibitor,EPAC1 agonist,Mm-Cpn inhibitor
CCOC(=O)c1cccc(NC(=O)CSc2nnc(COc3ccccc3C)o2)c1,1.6,-7%,nt,13%,19%,-7%,-3%,-2%
O=C(NS(=O)(=O)Oc1cccc(F)c1)OC[C@@H]1CCCN2CCCCC12 (stereo not given in full),2.1,-1%,-6,-9%,-1%,-4%,7%,1%
COc1cc2c(cc1OC)C(c1ccccc1)N(C(=O)CSCC(=O)O)CC2 (stereo not given),-0.2,-4%,-3,9%,-6%,-5%,7%,-1%

A few values from above.
`COc1ccc(CCNC(=O)CSc2nc3ccccc3o2)cc1OC` – Mm-Cpn inhibitor = 1%
`COC(=O)c1ccc(NC(=O)CN2CCN(c3ccccn3)CC2)cc1` – Mm-Cpn inhibitor = -3%
`NC(=O)NC(CC(=O)OCC(=O)NC(=O)NCc1ccco1)c1ccc(Cl)cc1` (stereo not given) – EPAC1 agonist = -5%
`CC(C)C(=O)Nc1ccc2c(c1)nc(CCN1CCN(c3ccccn3)CC1)n2C` – CCT chaperon mod = 1.2
`CC(=O)N1CCN(C2c3cccc4cccc(c34)C2NS(=O)(=O)c2ccccc2)CC1` (stereo not given) – EPAC1 antagonist = -8%

Screening data from PubChem.

This is a subset; the hit share may differ from the screen's.
